# Rad51 HR inh: Rad51 (human) homologous recombination inhibition. Q06609. hRad51 DNA strand exchange, fluorescence dequenching. inhibition, % at 10 µM. 200,000 tested, 0.085% active;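 active = inhibition above 40% at the single screening dose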;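 also: 0% = DMSO control wells and 100% = blanks with heterologous ssDNA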
# Target sequence (Q06609 whole entry, looked up): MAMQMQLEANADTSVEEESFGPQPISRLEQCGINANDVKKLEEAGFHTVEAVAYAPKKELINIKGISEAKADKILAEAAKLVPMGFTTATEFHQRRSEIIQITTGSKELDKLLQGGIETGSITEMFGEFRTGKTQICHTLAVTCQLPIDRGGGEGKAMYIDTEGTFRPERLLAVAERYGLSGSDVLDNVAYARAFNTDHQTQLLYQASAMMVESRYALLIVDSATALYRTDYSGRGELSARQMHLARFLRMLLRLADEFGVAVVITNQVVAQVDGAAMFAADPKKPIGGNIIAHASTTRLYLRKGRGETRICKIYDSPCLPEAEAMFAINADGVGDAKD
#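 material = hRad51 filaments on single-stranded DNA | reagent = Donor/quencher-labelled 47-bp dsDNA substrate | compound = 10 µM final, single point | schedule = strand-exchange reaction 15 min at room temperature | measured by = fluorescein emission 520 nm, excitation 485 nm | read-out basis = % inhibition versus plate control and blank means | benchmarks = plate controls and plate blanks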
# FXIa inh 1536: factor XIa (human) inhibition. purified FXIa, Boc-Glu-Ala-Arg-AMC fluorogenic substrate. AID 798. 220,000 tested, 0.14% active. P03951. inhibition, % at 5 µM;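 active = inhibition of at least 40%; inactive = inhibition below 40%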;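 also: fluorescence of freed AMC excited at 355 nm; 0% = enzyme without compound and 100% = no enzyme blank; many of its hits are not listed in these tables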
# Target sequence (P03951 19-387 limits assumed): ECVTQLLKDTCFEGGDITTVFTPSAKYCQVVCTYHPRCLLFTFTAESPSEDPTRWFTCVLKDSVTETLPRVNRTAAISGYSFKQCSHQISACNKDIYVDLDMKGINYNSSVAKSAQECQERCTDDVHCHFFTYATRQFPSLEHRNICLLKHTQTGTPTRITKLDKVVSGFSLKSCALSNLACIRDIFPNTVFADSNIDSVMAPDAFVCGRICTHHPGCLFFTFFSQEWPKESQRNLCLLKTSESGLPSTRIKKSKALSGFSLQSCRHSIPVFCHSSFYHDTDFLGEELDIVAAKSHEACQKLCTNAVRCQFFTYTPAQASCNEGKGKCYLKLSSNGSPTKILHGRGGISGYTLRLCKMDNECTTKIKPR
# Target sequence (P03951 388-625 limits assumed): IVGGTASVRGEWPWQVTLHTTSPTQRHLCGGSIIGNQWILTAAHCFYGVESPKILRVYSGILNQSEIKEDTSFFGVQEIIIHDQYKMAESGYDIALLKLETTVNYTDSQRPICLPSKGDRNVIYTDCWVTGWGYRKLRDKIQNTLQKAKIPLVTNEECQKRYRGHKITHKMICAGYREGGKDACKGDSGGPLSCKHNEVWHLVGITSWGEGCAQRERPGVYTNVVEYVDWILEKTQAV
# hK5 inh: blocks human kallikrein 5 protease activity. Q9Y337. recombinant hK5, fluorogenic AMC substrate cleavage. inhibition, % at 5 µM. 210,000 tested, 0.59% active. AID 873;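 active = inhibition of 40% or more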;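 also: 0% = enzyme controls without compound and 100% = no-enzyme blanks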
# TNF necrop inh: blocks TNF-alpha induced death of Jurkat FADD-/- cells | Jurkat FADD-/- TNF necroptosis rescue, ATP luminescence, 24 h; 0 = TNF only, 100 = no-TNF cells | activation (protection from cell death), % at 10 µM | 220,000 tested, 0.068% active;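 active = activation, meaning protection from cell death, of at least 50% relative to plate controls; inactive = activation below 50%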;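 also: necroptosis triggered by 40 ng/mL TNF-alpha added together with compound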
# thrombin 1536: blocks human thrombin protease activity; P00734; alpha-thrombin, Boc-VPR-AMC fluorogenic substrate cleavage; inhibition, % at 5 µM; 220,000 tested, 0.26% active;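 active = inhibition at or above 40%; inactive = inhibition below 40%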;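 also: 0% = enzyme with no compound and 100% = wells without enzyme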
#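 Material: human alpha-thrombin enzyme / Medium: pH 7.5 Tris (50 mM) with NaCl 150 mM, Tween 20 0.05% / Compound: single-point dosing at 5 µM, 0.2% DMSO / Incubation: enzyme reaction carried out at room temperature / Detection: AMC fluorescence, 355/460 nm / Read-out basis: percent inhibition scaled between no-compound controls and no-enzyme blanks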
# KCC2 mod: modulates chloride dependent transport by human KCC2 | KCC2 cells, thallium flux FluoZin-2 fluorescence | B-score of Tl+ flux slope (higher = more flux/activation; lower = inhibition) at 10 µM | 190,000 tested, 2.2% active;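 active = thallium flux slope and its plate-corrected score both differing from the plate sample mean at a set confidence after two filtering rounds, in either direction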;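 also: slope of fluorescence scaled to starting intensity during 10 to 20 s after thallium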
# FXIIa inh: blocks human coagulation factor XIIa protease activity | P00748 | purified FXIIa, Boc-QGR-AMC fluorogenic substrate, 2 h | 220,000 tested, 0.3% active | inhibition, % at 5 µM; in the data active = inhibition above about 40%;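 also: 0% = enzyme with no compound and 100% = blank without enzyme; many of its hits are not listed in these tables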
# Hck Nef HTS: inhibitors of human Hck kinase activated by Nef; 220,000 tested, 0.68% active; Recombinant Hck-YEEI plus Nef, Z-Lyte FRET kinase assay; inhibition, % at 20 µM; P08631;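 active = Hck-Nef kinase inhibition above about 50%, limit read from the data; inactive = inhibition below that limit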;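 also: 0% = DMSO with Hck plus Nef and 100% = Hck alone without Nef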
# zVAD death inh: blocks zVAD induced death of L929 cells | viability rescue, % at 10 µM | AID 1377 | 220,000 tested, 0.38% active | L929 zVAD necroptosis rescue, ATP luminescence, 24 h; with zVAD 60 µM;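 active = activation, scaled between plate controls, above about 75%, limit read from the data; inactive = activation under that limit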;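 also: 0% = zVAD with DMSO and 100% = DMSO alone without zVAD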
# The depositor's hits bear a star; x = not tested or not shown.
no.	structure	Rad51 HR inh	FXIa inh 1536	hK5 inh	TNF necrop inh	thrombin 1536	KCC2 mod	FXIIa inh	Hck Nef HTS	zVAD death inh
1	C/C(CC1CC(C)(C)OC1=O)=N\NC(N)=S (stereo unspecified)	11	0	1	-0.7	1	-0.057	9	11	-0.5
2	O=C(Nc1ccncc1)c1cccc2ccccc12	-1	1	0	-7.0	1	-0.47	3	13	0.1
3	CC(C)(C)Nc1nc(NCc2cccnc2)nc(N2CCOCC2)n1	3	6	-8	0.2	0	-1.6	8	8	-0.3
4	Cc1ccc(C)c(NC(=O)CSc2nnc(CNC(=O)c3cccs3)o2)c1	-4	-6	-19	-0.7	0	-0.074	-2	-7	0.9
5	O=C(O)C1CCCN1c1ncnc2c1oc1ccccc12 (stereo unspecified)	6	-4	-5	-0.5	0	-0.41	5	1	0.1
6	CCOC(=O)CN1C(=O)CSc2ccccc21	-3	-4	1	-1.0	-15	1.1	-10	-1	-0.1
7	CC(=C/c1ccc(C(C)C)cc1)/C=N/NC(=O)Cn1nnnc1N	-4	10	2	-1.3	2	-0.02	8	11	0.7
8	CCCc1cc(=O)[nH]c(SCC(=O)c2cc(C)n(C3CC3)c2C)n1	3	0	-11	-0.5	3	-2	16	0	-0.1
9	Cc1cc(=O)[nH]c(N/N=C/C=C/c2ccccc2)n1	-1	6	1	1.6	-4	-0.14	12	29	0.8
10	Cc1ccc(-c2noc(CN(C(=O)c3cccc(Br)c3)C(C)C)n2)cc1	-1	3	-1	-0.4	-6	-0.72	10	0	-0.6
11	NC(=O)c1cc2ccc(O)cc2oc1=Nc1ccccc1	x	-3	-17	5.0	-2	0.019	1	46	69
12	O=C(/C=C/c1cccs1)N1CCC2(CC1)Oc1ccc(F)cc1C(=O)C21CC(c2ccc(Cl)cc2)=NO1 (stereo unspecified)	-1	0	1	2.8	-1	-0.067	3	16	-0.8
13	Cc1ccc(NC(=O)O/N=C/c2cccc([N+](=O)[O-])c2)cc1	0	0	2	0.0	-2	-0.68	x	-3	4.7
14	CCN(C(=S)NC(=O)C1CCCC1)C1CCCCC1	-9	-5	0	1.9	-8	7.3*	1	-28	0.1
15	Cc1ccc2cccc(S(=O)(=O)NC3CCS(=O)(=O)C3)c2n1 (stereo unspecified)	7	0	-9	0.8	-6	-0.33	20	5	-0.1
16	CC(C)OC(=O)c1cc(NC(=O)C2C3CCC(O3)C2C(=O)O)cc(C(=O)OC(C)C)c1 (stereo unspecified)	-5	3	-1	0.3	1	0.4	11	-1	0.6
17	CC(=O)Oc1ccc(/C=C2\N=C(C3CCCCC3)OC2=O)cc1	3	3	4	-1.4	-1	1.1	13	26	2.1
18	O=C(O)c1ccc(CSc2nnc(-c3ccncc3)n2-c2ccc(Br)cc2)cc1	7	-4	-9	0.3	-2	-0.31	5	19	1.1
19	O=C(CSc1nnc(-c2ccncc2)n1CC1CCCO1)Nc1cccc(O)c1 (stereo unspecified)	4	-18	-28	0.8	-1	x	-1	-1	-0.2
20	O=C(Nc1ccccc1)C1=C[C@@H](C2CCCCC2)C[C@@H](OCCCCO)O1	0	-1	-3	5.7	-4	0.56	4	8	-0.2
21	O=C(NCCc1cnn(-c2ccccc2)c1)c1cc(COc2c(F)cccc2F)on1	4	-1	1	0.0	-9	-0.81	8	32	-1.0
22	O=c1c2cnn(-c3ccc(F)cc3)c2ncn1Cc1ccccn1	-4	9	-2	-0.8	-3	-0.064	11	0	-0.1
23	Cc1[nH][nH]c(=O)c1C=Nc1ccc(C(F)(F)F)cc1	-6	3	5	-0.5	0	-0.71	13	20	0.6
24	CC(C)NC(=O)COC(=O)CNC(=O)c1cc(Cl)cc([N+](=O)[O-])c1	-2	1	-8	-0.4	-11	1.2	6	1	1.5
25	CC(=O)NC(c1cccc([N+](=O)[O-])c1)c1c(OC(C)=O)ccc2ccccc12 (stereo unspecified)	-5	-2	-7	-2.0	-6	-0.27	3	7	0.1
26	Cc1c(NC(=O)C2CCCN2S(=O)(=O)c2ccc(Cl)cc2)c(=O)n(-c2ccccc2)n1C (stereo unspecified)	-4	1	-3	-0.8	6	0.68	3	3	1.4
27	COc1ccc(Cc2noc(CN(C)C3CC(C)(C)NC(C)(C)C3)n2)cc1OC	x	0	-2	1.4	-2	x	6	5	-0.4
28	CCOC(=O)/C(C#N)=C/Nc1ccccc1OC	1	-1	7	-1.0	4	x	20	2	-0.2
29	COc1ccc([N+](=O)[O-])cc1NC(=O)CSc1ccccc1	7	-1	6	-2.1	-2	0.65	17	1	1.3
30	COc1ccccc1/C=C/C(=O)NCC(=O)N1CCC(N(C)C2CCCC2)CC1	6	-7	-27	1.0	-4	0.18	-7	-3	1.2
31	COCCn1c(N)c(N(Cc2ccccc2)C(=O)Cc2ccccc2F)c(=O)[nH]c1=O	21	-5	-7	0.5	-1	-0.12	3	22	1.6
32	O=S(=O)(Cc1ccccc1)Nc1ccc(S(=O)(=O)N2CCCC2)cc1	16	3	3	0.9	6	0.74	13	10	-0.4
33	O=C1/C(=C\c2ccco2)SC(=S)N1C1CCS(=O)(=O)C1 (stereo unspecified)	-4	-16	-7	-8.2	-5	0.42	-4	69*	-0.2
34	Cc1ccc(N2C(=O)C3C(c4ccccc4)N4CCCN4C3(C)C2=O)cc1 (stereo unspecified)	5	11	-3	0.9	-1	1.2	5	6	0.9
35	C[C@@H]1CN(C2CCN(Cc3nc(CC4CC4)no3)CC2)C[C@H](C)O1	-2	-3	4	0.5	9	0.83	6	20	0.2
36	CC(SCc1ccccc1)C(=O)N/N=C/c1cccs1 (stereo unspecified)	x	6	-7	0.9	3	-1	15	2	-0.1
37	COc1ccc(Nc2cc(C(=O)NCCCN3CCN(C)CC3)c3ccccc3n2)cc1OC	-3	9	-2	1.1	4	1.5	9	2	2.9
38	COc1ccc(-c2nc(C)sc2CC(=O)O)cc1	3	6	4	-0.7	0	x	8	9	-1.2
39	CC1CCc2nn(CC(=O)NCCCN3CCCC3=O)cc2C1 (stereo unspecified)	0	3	1	0.4	-2	0.83	12	1	-0.3
40	CCN(CC)S(=O)(=O)c1cc(NC(=O)CCNC(=O)c2ccccc2Cl)ccc1C	x	8	-6	0.1	-2	-0.13	12	-34	0.8
41	C=CCNC(=O)c1sccc1Oc1ccc(F)cc1[N+](=O)[O-]	1	-1	1	-3.3	-6	-0.6	6	-13	-0.2
42	CCOC(=O)C(C)/C(C)=N\Nc1ccc([N+](=O)[O-])cc1[N+](=O)[O-] (stereo unspecified)	-1	0	x	-0.2	-2	-1.3	5	0	0.0
43	c1ccc(-c2csc3ncnc(NCCCN4CCOCC4)c23)cc1	-8	-6	-11	-2.6	-2	-0.11	4	12	-0.2
44	CCOC(=O)C1(CC2CCCCO2)CCN(Cc2nc(C(C)C)cs2)CC1 (stereo unspecified)	10	-5	-1	-0.1	-9	-0.12	7	21	0.0
45	Cc1[nH]c2ccccc2c1C(=O)/C=C/c1ccccc1	2	4	18	-11	-4	0.78	15	2	12
46	CCOC(=O)c1ccc(NC(=S)NC2CCCC2)cc1	0	4	2	4.7	-1	0.023	10	1	3.0
47	CCOC(=O)c1ccc(-c2ccc(C3Nc4ccccc4C(=O)N3O)o2)cc1 (stereo unspecified)	14	2	-11	-1.3	-6	7.1*	2	8	3.6
48	CCOC(=O)/C(C#N)=C\c1cc(C)n(-c2ccccc2)c1C	-7	3	-16	0.4	2	-0.37	9	0	-0.1
49	CCOC(=O)C1=C(CSCC(=O)OC)NC(=O)NC1c1cc(C)ccc1C (stereo unspecified)	5	-11	-7	0.1	-3	-0.13	-4	1	0.1
50	CC/C(=N\NC(=S)Nc1cccc(C)c1)c1ccccc1	9	-2	-14	0.0	7	34*	10	16	0.2
51	COc1ccc(-n2nnc3c(=O)n(CC(=O)Nc4cc(C)on4)cnc32)cc1OC	-3	-4	-5	1.1	1	0.13	1	20	1.3
52	CCCCNC(=O)N1CCN(C/C=C/c2ccccc2)CC1	5	-5	-5	1.7	-9	0.018	1	-14	2.4
53	Oc1ccccc1-c1nnc(SCCN2CCOCC2)n1Cc1ccccc1	0	5	-22	-2.3	6	x	21	1	17
54	O=c1[nH]c2ccc(Cl)cc2c(-c2ccccc2)c1SC(=S)N1CCOCC1	2	3	6	-6.0	2	3.6	12	-7	1.5
55	CC(=O)CCc1ccc(OC(=O)c2cccnc2)cc1	-7	6	-14	0.8	4	0.98	2	-6	-0.3
56	Cc1ccccc1Nc1nc(N)nc(COC(=O)c2ccc(O)cc2)n1	x	2	-23	2.3	-6	0.38	4	3	-0.5
57	COCCn1c(SCc2csc(-c3ccccc3)n2)nc2ccccc21	-11	3	14	-1.4	-2	-3.5*	7	-9	0.1
58	O=C(N/N=C/c1ccc(Cl)cc1Cl)c1cccc(F)c1	x	4	-12	-8.7	-2	x	7	-2	0.4
59	Cc1ccc(-c2c[n+]3c(n2-c2ccccc2)CCC3)cc1	-2	-4	-1	-12	-5	0.97	5	13	-1.0
60	O=C1/C(=C\Nc2ccccc2)CCN1c1ncccn1	2	-1	-7	1.2	1	x	3	0	0.1

# (cont.)
no.	structure	Rad51 HR inh	FXIa inh 1536	hK5 inh	TNF necrop inh	thrombin 1536	KCC2 mod	FXIIa inh	Hck Nef HTS	zVAD death inh
61	Cc1nnc(SCC(=O)c2ccc(C(C)C)cc2)s1	x	4	x	-0.3	3	-0.66	11	-5	0.7
62	O=c1cc(-c2ccccc2[N+](=O)[O-])oc2ccccc12	x	-2	2	-3.6	1	-1.8	3	19	2.6
63	CCN(CC)C(=O)N1CCC(NC(=O)c2ccccc2)CC1	4	-2	-5	-0.5	-1	0.97	5	-1	0.0
64	CCCc1cc(C(N)=O)c(NC(=O)c2cc(C)on2)s1	-5	4	-14	-0.6	6	0.71	2	6	0.1
65	CCCCCCC(=O)NC(Nc1ccc(S(N)(=O)=O)cc1)C(Cl)(Cl)Cl (stereo unspecified)	0	-2	-6	-5.1	-4	0.19	9	3	-0.7
66	CC(C)(C)OC(=O)N/N=C\c1ccc(OC(=O)c2ccco2)cc1	0	0	1	1.6	0	0.78	8	22	1.8
67	CC1CCN(C(=O)c2ccc(COc3ccccc3Cl)o2)CC1	-9	13	-20	0.0	3	x	25	5	0.7
68	N#C/C(=C\Nc1ccc2c(c1)OCCO2)c1nc2ccccc2[nH]1	-5	21	-59	-5.4	0	0.35	30	-5	1.2
69	CCOc1ccc(NC(=O)c2ccccc2NS(=O)(=O)c2ccc(F)cc2)c([N+](=O)[O-])c1	-1	-1	-20	1.1	-5	-1.7	9	0	0.0
70	O=C(NCCc1ccc(Cl)cc1)c1ccc2nc[nH]c2c1	-22	-6	-2	2.4	-16	-0.78	-2	24	6.3
71	COc1cccc(OC)c1C(=O)Nc1ccc(N2CCN(S(C)(=O)=O)CC2)cc1	1	15	-23	0.6	-14	x	21	0	0.0

# Hck Nef HTS, what is marked active above
cpd	SMILES	Rad51 HR inh	FXIa inh 1536	hK5 inh	thrombin 1536	KCC2 mod	FXIIa inh	Hck Nef HTS
33	O=C1/C(=C\c2ccco2)SC(=S)N1C1CCS(=O)(=O)C1 (stereo unspecified)	-4	-16	-7	-5	0.42	-4	69*

# Assay outcomes (PubChem BioAssay)

# A portion of the library, so the mix of outcomes need not match the whole.
